PriA SSB inh: K. pneumoniae PriA-SSBct interaction inhibition; AlphaScreen SSBct-PriA binding, biotinylated peptide; actives 0.6% (n = 430,000); inhibition, % at 33 µM; AID 1272365; in the data active = inhibition mostly above about 37%, no sharp cut-off; inactive = mostly below about 20%;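 also: plate controls were negative control peptide for no effect and reference peptide for full effect; strong numbers were not always called active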
Rv3671c protease: inhibitors of M. tuberculosis serine protease Rv3671c. P9WHR9. inhibition, % at 5.96 µM. actives 0.048% (n = 320,000). AID 2606; in the data active = inhibition above about 38%;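 also: extracellular domain of Rv3671c used as enzyme; 0% = enzyme with DMSO and 100% = no enzyme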
VHR inh abs: DUSP3 (human) phosphatase inhibition | P51452 | recombinant VHR phosphatase, pNPP absorbance | inhibition, % at 13.3 µM | actives 0.52% (n = 290,000) | AID 1654; in the data active = inhibition above about 50%; also: some compounds called inactive have numbers as strong as hits
Target sequence (P51452 whole entry, looked up): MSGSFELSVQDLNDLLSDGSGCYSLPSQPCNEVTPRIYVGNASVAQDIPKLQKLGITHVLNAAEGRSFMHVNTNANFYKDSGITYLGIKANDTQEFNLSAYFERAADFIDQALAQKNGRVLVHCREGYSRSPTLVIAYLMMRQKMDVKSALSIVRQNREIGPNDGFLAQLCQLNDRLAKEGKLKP
Anthrax LF prot: anthrax lethal factor protease inhibition | inhibition, % at 10 µM | actives 0.12% (n = 360,000) | P15917 | multiplex microsphere protease cleavage assay, LF; also: plate controls were buffer without enzyme for full effect and enzyme alone for no effect
Target sequence (P15917 whole entry, looked up): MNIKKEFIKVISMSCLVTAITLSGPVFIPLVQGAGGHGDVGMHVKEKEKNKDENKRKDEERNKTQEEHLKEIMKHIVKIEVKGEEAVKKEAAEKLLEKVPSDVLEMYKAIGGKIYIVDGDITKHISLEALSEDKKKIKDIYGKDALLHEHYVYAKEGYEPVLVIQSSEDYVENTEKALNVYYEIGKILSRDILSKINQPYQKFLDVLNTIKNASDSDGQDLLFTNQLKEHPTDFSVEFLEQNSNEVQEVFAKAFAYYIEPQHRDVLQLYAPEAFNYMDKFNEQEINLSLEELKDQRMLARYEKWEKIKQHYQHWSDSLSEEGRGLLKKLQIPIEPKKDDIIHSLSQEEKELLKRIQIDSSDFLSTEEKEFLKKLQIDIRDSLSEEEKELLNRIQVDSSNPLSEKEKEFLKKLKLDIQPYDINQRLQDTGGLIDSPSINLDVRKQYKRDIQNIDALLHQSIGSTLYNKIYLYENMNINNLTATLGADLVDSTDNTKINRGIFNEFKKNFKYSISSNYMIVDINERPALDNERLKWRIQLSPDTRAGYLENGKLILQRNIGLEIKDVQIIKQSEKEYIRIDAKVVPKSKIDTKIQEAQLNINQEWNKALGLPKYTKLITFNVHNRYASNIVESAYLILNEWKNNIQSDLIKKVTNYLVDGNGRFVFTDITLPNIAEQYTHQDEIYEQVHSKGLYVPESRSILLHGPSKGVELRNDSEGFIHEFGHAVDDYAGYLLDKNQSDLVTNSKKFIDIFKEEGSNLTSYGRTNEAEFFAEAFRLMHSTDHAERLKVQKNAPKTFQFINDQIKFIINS
BoNT-A LC inh2: blocks Botulinum neurotoxin A light chain protease | multiplex microsphere protease substrate cleavage, flow cytometry | inhibition, % at 10 µM | actives 0.17% (n = 360,000) | AID 588499; also: plate controls were buffer without enzyme for full effect and enzyme alone for no effect
MazF activator: MazEF (E. coli) toxin RNase activation; P0AE70; FAM/BHQ RNA-DNA oligo cleavage fluorescence, 5 h; activation, % at 20 µM; actives 0.32% (n = 350,000); in the data active = activation above about 50%
SARS 3CLpro inh: SARS-CoV 3CLpro protease inhibition. P0C6X7. recombinant SARS-CoV 3CLpro, quenched FRET peptide cleavage. inhibition, % at 6 µM. actives 0.14% (n = 290,000). AID 1706; in the data active = inhibition above about 12%
CCHFV vOTU inh: CCHFV vOTU protease inhibition. AID 651958. actives 0.55% (n = 370,000). Pep-AMC fluorescence. inhibition, % at 11.5 µM; in the data active = inhibition above about 30%; also: 0% = vehicle wells with enzyme and 100% = no enzyme wells
BoNT F protease: inhibitors of Botulinum neurotoxin F light chain protease; Multiplex microsphere protease cleavage assay, flow cytometry; inhibition, % at 10 µM; actives 0.22% (n = 360,000); in the data active = inhibition above about 35%, passing the limit was not always enough; inconclusive = no clear call, values can overlap the other calls; also: plate controls were buffer without enzyme for full effect and enzyme alone for no effect
PrPC surface inh: inhibitors of human cell surface prion protein PrPC | inhibition, % at 13.8 µM | AID 720596 | P04156 | TR-FRET read-out | actives 0.43% (n = 370,000); in the data active = inhibition above about 24%; also: 0% = median of the test wells and 100% = reference compound wells
Starred values were filed as active, the others as inactive; i = inactive; ? = inconclusive; / = not tested or not shown; & = joins results of further samples. Rule as the data show it, unless noted: active = inhibition above about 30%; inconclusive = no clear call, values can overlap the other calls; inactive = below that. This is a subset, so the mix of outcomes need not match the whole.

SMILES | PriA SSB inh | Rv3671c protease | VHR inh abs | Anthrax LF prot | BoNT-A LC inh2 | MazF activator | SARS 3CLpro inh | CCHFV vOTU inh | BoNT F protease | PrPC surface inh
O=C(NCC(=O)N1CCN(c2ccc(C(F)(F)F)cn2)CC1)c1ccc(Br)o1 | -2 | -4 | / | -3 | -0.3 | 4 | / | 1 | 3 | 14
O=c1c2ccccc2nnn1CSc1ccc2c(c1)OCCO2 | -16 | 2 | -24 | 0 | 1.4 | 8 | 5 | 3 | 6 | -7
CC(C)CC1C(=O)N(Cc2cn(CCC3OCCCO3)nn2)CCS(=O)(=O)N1Cc1ccc(-c2cccc(CO)c2)cc1 (centres undefined) | / | / | / | 5 | -0.1 | 9 | / | -11 | -1 | -7
CC1CC(C)CN(CC(=O)N2CCCc3c2c(=O)oc2ccc(OCc4ccccc4)cc32)C1 (centres undefined) | 2 | -20 | 16 | -3 | -0.2 | -14 | 0 | 1 | 6 | -1
Cc1ccc(-c2nnc(NCc3nc4ccccc4[nH]3)c3ccccc23)cc1S(=O)(=O)N(C)C | -5 | -24 | 13 | -4 | -0.6 | -32 | 9 | -4 | -2 | 6
COC(=O)c1cnc2c(c1C(=O)OC)c(=O)n(C)c(=O)n2C | -11 | 3 | -7 | 2 | -0.1 | 7 | -5 | 3 | -3 | -4
COc1ccc(OC2C(=O)N(Cc3ccc4c(c3)OCO4)C2c2sccc2C)cc1 (centres undefined) | -6 | 6 | 31 | -5 | -1.3 | -9 | 5 | -1 | -9 | 0
Cc1ccc(/C=N/NC(=O)c2nnn(-c3nonc3N)c2CN(C)C)s1 | / | 4 | 47 | 2 | -0.5 | -3 | -7 | 13 | -10 | -5
COc1ccc(-c2nnn(Cc3ccccc3)n2)cc1OC | -12 | 0 | -2 | 3 | 0.2 | 4 | 6 | 9 | ? | 0
CC(Sc1ncnc2sccc12)C(=O)Nc1ccc(C(N)=O)cc1 (centres undefined) | 2 | -8 | 4 | 4 | 0.0 | 54* | 0 | 0 | -6 | -1
CCOc1ccccc1NC(=O)C(=O)NCCC1=CCCCC1 | -15 | 2 | 31 | -5 | -1.1 | -8 | -1 | -5 | -4 | 5
COc1cnn(-c2ccc(C)cc2)c(=O)c1SCc1ccccc1 | -20 | -5 | 22 | 2 | -0.4 | -7 | -3 | -3 | 0 | -7
CC(C)NC(=S)Nc1ccc(S(=O)(=O)Nc2ncccn2)cc1 | -14 | 11 | -1 | -3 | 0.2 | -9 | -2 | 2 | 0 | 6
CCN(CC)c1ccc(CN2CC=C(c3ccc(F)cc3)CC2)cc1 | 52 | 9 | 24 | -8 | -0.8 | 5 | 3 | 3 | -11 | -4
Cc1nn2c3ccccc3n(CC(=O)c3cccs3)c2nc1=O | 0 | -2 | -8 | -1 | -1.8 | 6 | 2 | -2 | -10 | 7
Nc1c(C(=O)OCC(=O)Nc2cccc([N+](=O)[O-])c2)[nH]c(=O)[nH]c1=O | 0 | -6 | / | -6 | 0.1 | -5 | / | / | 2 | /
COc1cc(CN2CCN(c3cccc(Cl)c3)CC2)cc(OC)c1OC | -4 | 6 | 13 | -2 | -6.3 | -3 | 2 | 5 | -7 | 4
Cc1cccc(OCC(O)Cn2c(NCCCOC(C)C)nc3c2c(=O)[nH]c(=O)n3C)c1 (centres undefined) | -10 | -3 | 14 | 2 | 0.1 | 8 | 2 | 0 | 21 | -2
Cc1ccc(S(=O)(=O)N(C)C)cc1NC(=O)COC(=O)CCC(=O)c1ccc(F)cc1 | -9 | 2 | 9 | 2 | 0.5 | -4 | 1 | 1 | 0 | -5
COc1cc(/C=C2\CCOC2=O)cc(OC)c1OC | -18 | 8 | 24 | -2 | -2.1 | -1 | 1 | -5 | ? | -1
C/C(=N\Nc1ccccn1)c1ccc(Br)s1 | / | -6 | / | 11 | -1.2 | 4 | / | 20 | ? | -9
COc1ccc(C(=O)Nc2ccc(S(=O)(=O)NC(C)=O)cc2)cc1 | -9 | -7 | 39 | 1 | 0.6 | 2 | -2 | 7 | 4 | -4
COc1ccc(OC(F)(F)F)cc1CC1(C)C(=O)Nc2ccc(-c3ccsc3)cc21 (centres undefined) | / | / | / | 0 | -0.3 | / | / | 28 | -3 | 4
CCCCCNC(=O)Cc1ccc(OC)cc1 | 0 | -2 | 7 | -3 | 1.6 | 2 | 3 | -2 | 11 | -4
COC(=O)c1cc(=O)n(Cc2ccccc2)c(=NCc2ccccc2)s1 | / | 1 | -17 | / | / | / | -4 | 3 | / | 10
CCCCC/C=N/NC(=O)c1[nH]c2ccc([N+](=O)[O-])cc2c1C | i | -19 | 6 | -5 | -7.9 | 9 | 7 | 2 | ? | 3
COc1cccc(N2CC(NS(=O)(=O)c3ccc4ccccc4c3)CC2=O)c1 (centres undefined) | 2 | -5 | / | / | / | 5 | / | 4 | / | 0
CC1(C)OC(=O)C(=C2CCCN2)C(=O)O1 | -10 | 4 | -2 | 0 | -0.2 | 5 | 4 | -3 | 0 | 1
Cc1ccc2nc(Nc3ncc4c(n3)CC(C)(C)CC4=O)nc(C)c2c1 | -11 | 4 | 9 | 0 | 0.8 | -22 | 3 | -9 | 1 | 0
CCOC(=O)c1cc2c(=O)[nH]ccc2nc1C | 0 | 2 | 18 | 4 | -1.1 | 2 | 1 | -55 | -11 | -6
CCOC(=O)CSc1nc2c(c(=O)n(C)c(=O)n2C)n1CCCc1ccccc1 | -16 | / | 15 | 0 | 0.2 | 4 | 0 | -4 | 2 | 2
COCCOC(=O)C1=C(C)NC2=C(C(=O)CC(C)(C)C2)C1c1ccc2c(c1)OCO2 (centres undefined) | -10 | -9 | -9 | -1 | 0.7 | 5 | 0 | 6 | 11 | 2
Cc1ccc(-c2cc(C(=O)NCc3cnn(C)c3C)c3cc(Br)ccc3n2)cc1 | -14 | -19 | 24 | 2 | 1.4 | 6 | -6 | 6 | -14 | 15
CCOC(=O)c1nc(C)[nH]c1C(=O)OCC | 1 | -2 | 3 | -4 | ? | -9 | 2 | 7 | 0 | 0
COc1ccccc1NS(=O)(=O)c1ccc(C)c(C(=O)NCCCN2CCCC2=O)c1 | -8 | -7 | / | -1 | 6.4 | 1 | / | -6 | 6 | 6
O=C(Nc1ccc(-n2cnnn2)cc1)C1CCCN1C(=O)NC1CCCCC1 (centres undefined) | 3 | 1 | 21 | -12 | -1.0 | 9 | -6 | 2 | -5 | -9
CC(/C=C/c1ccccc1)=N/NC(=O)c1cccc(Br)c1 | / | 0 | 14 | 1 | 0.2 | 15 | 5 | -6 | -2 | 13
O=S(=O)(c1cc(Br)ccc1Br)N1CCCCCC1 | -35 | 3 | -11 | -9 | 0.9 | 1 | 4 | -21 | 6 | -1
Cn1c(=O)c2c(ncn2CC(=O)Nc2ccc(Cl)cc2Cl)n(C)c1=O | -8 | 2 | -8 | -2 | -2.5 | 5 | -5 | 21 | ? | 14
CCOc1cc(N2CCOCC2)c(OCC)cc1NC(=O)COC(=O)C1CCCN1S(=O)(=O)c1ccccc1F (centres undefined) | 8 | -2 | / | -3 | -2.7 | 6 | / | 2 | -16 | 1
COCCn1c(SCC(=O)c2ccc3c(c2)OCCO3)nnc1-c1ccoc1C | 4 | -8 | 0 | 1 | 0.6 | -12 | 4 | 4 | 7 | 4
O=C(NCc1cccs1)C1CCN(S(=O)(=O)c2cccc3nsnc23)CC1 | -7 | 1 | 14 | 0 | -0.3 | 4 | -11 | 2 | 18 | -4
Cc1cccc(NC(=O)CSc2nccn2Cc2ccco2)c1C | 1&-3 | -3 | 10 | 3 | 1.6 | -1 | -6 | 4 | 4 | 3
O=C(Nc1ccc(Cl)cc1)C1CCC(=O)N1Cc1ccccc1Cl (centres undefined) | -9 | -6 | 24 | -3 | 0.9 | -3 | 3 | 8 | -12 | 2
O=C(Cc1cccs1)NCCn1ccc2ccccc21 | 3 | 7 | -13 | 8 | 9.1 | -4 | 0 | 17 | 0 | 14
COc1ccc(C2(C)NC(=O)N(CC(=O)c3cc(C)n(C4CC4)c3C)C2=O)cc1 (centres undefined) | 2 | 2 | / | -5 | 0.0 | 1 | / | 9 | -7 | 1
COc1cc(/C=C/C(=O)OCC(=O)N2CCCc3ccccc32)ccc1OCC#N | -10 | 0 | / | -4 | 0.0 | 3 | / | 4 | 0 | -1
CCCC(=O)N1CCC1(C)C(=O)NS(=O)(=O)c1ccc(C)cc1 (centres undefined) | / | / | / | 0 | -0.2 | / | / | 4 | -6 | -8
N#Cc1c(NC(=O)CSc2nnc(-c3ccccc3)o2)sc2c1CCCC2 | 5 | -7 | 5 | -4 | -0.5 | 12 | 5 | / | -3 | /
CSc1ccccc1OCc1cc(C(=O)NC(C)Cc2cccc(C)n2)no1 (centres undefined) | 6 | 0 | 18 | -2 | -5.9 | 1 | 4 | 15 | -13 | 4
O=C1CCCC/C=C\C[C@H](CC(=O)N(CCO)Cc2ccccc2)C(=O)NC[C@H](c2ccccc2)O1 | 5 | -3 | / | 2 | -0.3 | -3 | / | 9 | 2 | 3

As a short view, some entries already given:
SMILES | PriA SSB inh | Rv3671c protease | VHR inh abs | Anthrax LF prot | BoNT-A LC inh2 | MazF activator | SARS 3CLpro inh | CCHFV vOTU inh | BoNT F protease | PrPC surface inh
COc1ccc(C2(C)NC(=O)N(CC(=O)c3cc(C)n(C4CC4)c3C)C2=O)cc1 (centres undefined) | 2 | 2 | / | -5 | 0.0 | 1 | / | 9 | -7 | 1
COc1cc(/C=C/C(=O)OCC(=O)N2CCCc3ccccc32)ccc1OCC#N | -10 | 0 | / | -4 | 0.0 | 3 | / | 4 | 0 | -1
CCCC(=O)N1CCC1(C)C(=O)NS(=O)(=O)c1ccc(C)cc1 (centres undefined) | / | / | / | 0 | -0.2 | / | / | 4 | -6 | -8
N#Cc1c(NC(=O)CSc2nnc(-c3ccccc3)o2)sc2c1CCCC2 | 5 | -7 | 5 | -4 | -0.5 | 12 | 5 | / | -3 | /
CSc1ccccc1OCc1cc(C(=O)NC(C)Cc2cccc(C)n2)no1 (centres undefined) | 6 | 0 | 18 | -2 | -5.9 | 1 | 4 | 15 | -13 | 4
O=C1CCCC/C=C\C[C@H](CC(=O)N(CCO)Cc2ccccc2)C(=O)NC[C@H](c2ccccc2)O1 | 5 | -3 | / | 2 | -0.3 | -3 | / | 9 | 2 | 3

2 compounds drawn at random from the list so far, as already listed:
SMILES | PriA SSB inh | Rv3671c protease | VHR inh abs | Anthrax LF prot | BoNT-A LC inh2 | MazF activator | SARS 3CLpro inh | CCHFV vOTU inh | BoNT F protease | PrPC surface inh
O=C(Nc1ccc(Cl)cc1)C1CCC(=O)N1Cc1ccccc1Cl (centres undefined) | -9 | -6 | 24 | -3 | 0.9 | -3 | 3 | 8 | -12 | 2
N#Cc1c(NC(=O)CSc2nnc(-c3ccccc3)o2)sc2c1CCCC2 | 5 | -7 | 5 | -4 | -0.5 | 12 | 5 | / | -3 | /
